# Assay outcomes as filed in PubChem BioAssay.
# BCR signal inh: inhibitors of chronic active B-cell receptor signaling; ABC-DLBCL IkBa-CBG/CBR reporter, luminescence ratio, 4 h; Potency, µM (series often up to 46.1 µM), without a hit: at the top dose ratio change, negative = lower green/red ratio, actives largely listed as inhibitors; actives 0.05% (n = 340,000); AID 493014; active = well fitted inhibition curve with a large enough effect in the signal ratio, with a control signal flat, not every such curve was filed as active; inconclusive = small, poorly fitted or top-dose-only effect, or effect the other way, or a change in a side signal; the % refers to the signal ratio;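 note: potency is the fitted concentration of half-maximal effect; plate controls were basal doxycycline-induced cells for no effect and cells given 10 µM MG132 for full effect; MG132 reads +100%, hits lower the ratio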
#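 Concentration-response series (up to 46 uM) were applied to TMD8 dual-reporter cells for 4 h at 37C with doxycycline. Green/red ratio, after filter-overlap correction, defined %Activity; red signal alone was normalised to basal cells and zero luminescence.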
# USP2a inh: blocks human ubiquitin-specific protease USP2a; AID 463254; Potency, µM (doses to about 38.3 µM), inactives show top-dose activity change, negative = inhibition, hits mostly inhibitors; O75604; USP2 core, Ub-CHOP2 coupled fluorogenic reporter, 485/531; actives 0.01% (n = 330,000);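 note: potency is the fitted concentration of half-maximal effect; plate controls were DMSO wells for no effect and full inhibition by NEM control for full effect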
#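 USP2 core (10nM final) preincubated 30min RT with compound in 20mM Tris-HCl pH 8.0, 2mM CaCl2, 2mM beta-mercaptoethanol, 0.05% CHAPS; 25nM Ub-CHOP2 plus 25nM reporter substrate added, fluorescence (Ex485/Em531) read after 60min.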
# Mito fusion act: blocks mitochondrial division or promotes mitochondrial fusion. S. cerevisiae fusion-defective mutant growth rescue, CellTiterGlo 48 h. actives 0.23% (n = 320,000). AID 485298. Potency, µM (doses to about 46.1 µM), inactives show top-dose growth rescue (activation), hits mostly activators;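 note: potency is the fitted concentration of half-maximal effect; % of control where 0% means no effect; nearly all actives have a fitted effect of over 45% in size; temperature-sensitive fusion mutants such as fzo1-1 at 37 °C on non-fermentable ethanol glycerol medium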
#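 S. cerevisiae fusion-defective temperature-sensitive mutants (e.g. fzo1-1, mgm1-5) grown 48 h at 37C in YPEG (ethanol/glycerol non-fermentable) medium with 23 nl compound per well; growth rescue read as CellTiterGlo luminescence.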
# Eya2 inh: inhibitors of human Eya2 phosphatase activity; O00167; Potency, µM (series often up to 76.9 µM), for the others: top-dose activity, negative = inhibition, most hits filed as inhibitors; recombinant Eya2, OMFP fluorescence dephosphorylation (OMFP is methylfluorescein phosphate); actives 0.006% (n = 330,000); note: potency is the fitted concentration of half-maximal effect; % is set by controls: 0 for no effect and ±100 for the full control effect
# Target sequence (O00167 whole entry, looked up): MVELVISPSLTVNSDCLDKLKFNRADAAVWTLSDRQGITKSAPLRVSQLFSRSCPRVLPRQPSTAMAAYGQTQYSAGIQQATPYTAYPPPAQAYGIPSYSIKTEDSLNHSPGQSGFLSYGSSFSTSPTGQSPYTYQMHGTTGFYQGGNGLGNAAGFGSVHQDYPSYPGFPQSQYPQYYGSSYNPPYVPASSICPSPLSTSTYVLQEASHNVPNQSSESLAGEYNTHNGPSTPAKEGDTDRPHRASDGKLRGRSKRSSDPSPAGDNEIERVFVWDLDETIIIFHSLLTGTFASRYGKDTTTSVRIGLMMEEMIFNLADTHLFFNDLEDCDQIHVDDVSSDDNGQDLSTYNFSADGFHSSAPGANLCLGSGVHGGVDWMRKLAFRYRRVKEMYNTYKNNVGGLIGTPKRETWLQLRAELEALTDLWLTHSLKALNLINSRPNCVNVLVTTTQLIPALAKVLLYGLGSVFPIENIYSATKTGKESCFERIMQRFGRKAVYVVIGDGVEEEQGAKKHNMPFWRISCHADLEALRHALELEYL
#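 Eya2 protein (added as 0.2 uM solution) was preincubated with compound for 10 min at ambient temperature in 50 mM HEPES pH 7.5, 50 mM NaCl, 5 uM MgCl2, 0.05% BSA, 1 mM DTT. OMFP (added at 50 uM) then reacted 10 min; fluorescence read at 485/525 nm.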
# TCR act: T cell receptor activation; primary human leukocytes, anti-CD3, IL-2 HTRF, 48 h; Potency, µM (series often up to 9.22 µM), inactives show at the top dose activation of IL-2 secretion, actives largely listed as activators; 330,000 tested, under 10 active; note: % of control where 0% means no effect
#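 Primary human leukocytes were stimulated with a-CD3 beads plus compounds for 48 hr without co-stimulation; secreted IL-2 was quantified by HTRF using a-IL-2-K (europium cryptate) and a-IL-2-d2, excited at 320nm with acceptor emission read at 665nm.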
# Tb PFK inh: blocks T. brucei phosphofructokinase; Potency, µM (titrated, usually from 57.5 µM), for the others: top-dose activity, negative = inhibition, hits mostly inhibitors; actives 0.17% (n = 330,000); T. brucei PFK, ADP-Glo luminescence; O15648; AID 485367;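 note: potency is the fitted concentration of half-maximal effect; 0% = uninhibited 1x PFK enzyme wells and -100% = no-enzyme wells; nearly all actives have a fitted effect of over 60% in size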
#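 PFK 1.25 nM, F6P 0.5 mM, ATP 0.1 mM, 0.1 M TEA pH 8.0, 5 mM MgCl2, 0.01% Tween20, 0.1% BSA; 45 min RT. ADP-Glo readout. qHTS titration up to 57 uM; curves fitted, compounds curve-classed.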
# B2AR arrestin: agonists driving beta-arrestin recruitment to human beta2-adrenergic receptor; P07550; beta-arrestin recruitment to beta2AR, cell-based reporter; Potency, µM (highest dose often 46.1 µM), for the others: top-dose activation, actives largely listed as activators; actives 0.02% (n = 330,000); AID 492947;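 note: potency is the fitted concentration of half-maximal effect; 0% = DMSO controls and full agonism = EC100 isoproterenol or metaproterenol; nearly all actives have a fitted effect of over 65% in size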
# TSHR antag: antagonists of human thyroid stimulating hormone receptor; P16473; TSHR-expressing cells, TSH-stimulated cAMP HTRF, 2 h; stronger effect = lower value; activity change, negative = inhibition, % at 11.5 µM; actives 0.2% (n = 330,000);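 active = activity change below a set negative limit, meaning inhibition stronger than a set level, cut at about -70% in these data; inconclusive = activity change between two set negative limits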; note: % is set by controls: 0 for no effect and ±100 for the full control effect
#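 TSHR-expressing cells, 200/well, pre-treated with compound, then stimulated with EC80 TSH (4nM final) for 2 hours at 37 deg C. cAMP measured by competitive HTRF: anti-cAMP cryptate antibody in lysis buffer plus cAMP-d2, read after 30 minutes at room temperature.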
# uPA generation: cell surface uPA generation inhibition | cell surface uPA generation assay, qHTS | Potency, µM (titrated, usually from 38.3 µM), without a hit: at the top dose activity change, negative = inhibition, usual class: inhibitors | actives 0.31% (n = 330,000); active = well fitted inhibition curve with a large enough effect; inconclusive = small, poorly fitted or top-dose-only effect; inactive = no such curve, though single readings can be large or run the other way; tested in mouse RAW 264.7 cells; note: potency is the fitted concentration of half-maximal effect; % is set by controls: 0 for no effect and ±100 for the full control effect; nearly all actives have a fitted effect of over 55% in size
# PTAP TSG101 blk: blocks PTAP/TSG101 interaction to inhibit HIV-1 budding; 340,000 tested, under 10 active; AID 493005; Q99816; Potency, µM (top dose mostly 115 µM), without a hit: at the highest dose activity change, negative = inhibition, usual class: inhibitors; Fluorescence polarization, FITC-PTAP peptide / Tsg101 binding; active = well fitted inhibition curve with a large enough effect in the main read-out, with a control signal flat, not every such curve was filed as active; inconclusive = small, poorly fitted or top-dose-only effect, or effect the other way, or a change in a side signal; inactive = no such curve, though single readings can be large or run the other way; note: potency is the fitted concentration of half-maximal effect; % of control where 0% means no effect
# Target sequence (Q99816 whole entry, looked up): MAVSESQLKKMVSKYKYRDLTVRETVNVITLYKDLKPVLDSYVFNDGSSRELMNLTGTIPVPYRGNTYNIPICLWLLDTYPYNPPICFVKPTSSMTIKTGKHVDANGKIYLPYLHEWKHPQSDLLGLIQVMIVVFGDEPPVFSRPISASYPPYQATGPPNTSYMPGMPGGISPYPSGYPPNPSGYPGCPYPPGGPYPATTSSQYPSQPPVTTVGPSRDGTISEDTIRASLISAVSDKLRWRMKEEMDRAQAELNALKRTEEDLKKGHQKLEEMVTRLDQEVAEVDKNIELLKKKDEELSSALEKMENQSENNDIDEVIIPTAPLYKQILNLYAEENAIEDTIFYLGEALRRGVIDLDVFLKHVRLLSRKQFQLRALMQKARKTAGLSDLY
#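 Fluorescence polarization binding of Tsg101 binding domain (10 uM final) to FITC-labeled PTAP peptide (50 nM final) in HEPES pH 7.5 buffer with NaCl, Tween 20, EDTA, TCEP. Compounds added before peptide; binding 20 min at RT.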
# ELG1 DNA repair: ELG1-dependent DNA repair inhibition; HEK293T ELG1-luciferase reporter, luminescence, 16 h; DNA damage induced by 5-fluorouridine; Potency, µM (series often up to 46.1 µM), for the others: at the top dose activity change, negative = inhibition, most hits filed as inhibitors; actives 2.3% (n = 330,000); AID 504467; note: potency is the fitted concentration of half-maximal effect; % is set by controls: 0 for no effect and ±100 for the full control effect; nearly all actives have a fitted effect of over 55% in size
#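 In this reporter screen, reduction of luminescence relative to DMSO vehicle indicated activity. Compounds and 5-fluorouridine were added together to 2,000 cells per well, incubated for 16 hr at 37 °C, then developed with ONE-Glo.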
# Starred values were filed as active, the others as inactive; ? = inconclusive; · = no result given; [ ] = dose if it differs, or a comment. Unless noted, calls come from the whole dose curve; as a rule, active = well fitted curve in the direction sought with a large enough effect; inconclusive = small, poorly fitted or top-dose-only effect, or another doubt; inactive = no such curve, though single readings can be large; an effect the other way counts as inactive or inconclusive. The order is random. About 3% of those tested had a hit in this group.
SMILES,BCR signal inh,USP2a inh,Mito fusion act,Eya2 inh,TCR act,Tb PFK inh,B2AR arrestin,TSHR antag,uPA generation,PTAP TSG101 blk,ELG1 DNA repair
CCOC(=O)CCc1c(C)nc2c(c(C)nn2-c2ccccc2)c1C,6%,7%,-5%,7%,2%,0%,-1.0%,-6,8%,?,0%
Cc1ccc(C(=O)NCCNC(=O)CN2CCCC2)cc1,2%,-2%,3%,8%,-2%,-3%,0.2%,-2,3%,-4%,3%
CC(=O)C(Cc1ccc(Cl)nc1)Cc1ccc(Cl)nc1,-13%,1%,-1%,-6%,-5%,4%,-0.8%,4,-1%,-2%,-1%
N#Cc1nc(COc2ccc(Br)cc2)oc1N1CCCCCC1,2%,-1%,15%,-3%,12%,2%,-0.1%,-19,-19%,0%,1%
Cn1c(N)c(C(=O)COC(=O)c2cccc(S(=O)(=O)N3CCOCC3)c2)c(=O)n(C)c1=O,1%,-2%,·,-2%,-4%,-6%,0.3%,15,-2%,-4%,-10%
COc1ccccc1NCC(=O)n1nc(C)cc1C,0%,4%,8%,1%,0%,0%,0.3%,4,4%,-3%,1%
COc1ccccc1N(C)S(=O)(=O)c1ccc(C(=O)OCC(=O)NCC(F)(F)F)cc1,?,1%,4%,9%,-1%,-4%,-0.2%,-3,4%,-3%,3%
CC(C)CN(CC(C)C)CC(O)COc1ccccc1Br (configuration not stated),4%,2%,-5%,-4%,11%[46.1 µM],0%,0.5%,2,-3%,-1%,-17%
Cc1oc(-c2ccccc2)nc1C(=O)OCC(=O)NCc1ccccc1,1%,-1%,8%,5%,·,8%,-0.1%,6,6%,-3%,-20%
Cc1ccccc1-n1nc2c(c1NC(=O)c1ccc(Br)o1)CSC2,10%,0%,3%,-10%,-29%,-4%,0.1%,-4,0%,-3%,7%
CC(=O)Nc1ccc(S(=O)(=O)NCc2nnnn2-c2ccc(Cl)cc2)cc1,0%,1%,1%,-6%,2%,-1%,0.0%,-7,21%,-3%,-8%
COC(=O)CN(c1ccc(OC)cc1)S(=O)(=O)c1ccc(OC)c(OC)c1,?,-2%,-2%,1%,-5%,0%,-0.2%,2,-2%,-9%,6%
COC(=O)CNC(=O)C(C)NC(=O)CNC(=O)OCc1ccccc1 (configuration not stated),?,4%,-1%,4%,-4%,2%,3.9%,2,0%,-1%,0%
CCOC(=O)[C@H]1[C@H]2COc3ccccc3[C@@H]2N2C(=O)c3cc(F)c(F)cc3NC(=O)[C@@]12C,?,1%,9%,-21%,-1%,-14%,0.6%,-2,-6%,-6%,-2%
COc1ccc(C2C3=C(CCCC3=O)Nc3c(-c4ccccc4)c(C)nn32)cc1 (configuration not stated),-5%,4%,-2%,1%,·,1%,-0.8%,-5,-2%,-7%,6%
CCN(CC(=O)Nc1c(F)cccc1F)C(=O)c1ccc(OCc2c(C)noc2C)cc1,1%,0%,-3%,9%,-11%,4%,-0.1%,5,12%,-2%,14%
CCOC(=O)CSc1nnc(CNC(=O)c2ccc(OC)cc2OC)n1C,0%,4%,4%,17%,6%,-1%,-0.3%,2,·,-4%,12%
Cc1c(CN2CCc3c([nH]c4ccccc34)C2C2CCCCC2)cnn1C (configuration not stated),-8%,1%,-2%,10%,-41%,0%,-0.5%,-8,0%,-3%,11%
COc1cccc(NC(=O)CSc2ncc(S(=O)(=O)c3ccccc3)c(=O)[nH]2)c1,?,-1%,-11%,-13%,-5%,1%,0.3%,-1,4%,0%,-8%
COc1ccc(CC(=O)Nc2nc(-c3ccc(F)c(F)c3)cs2)cc1OC,?,4%,9%,-2%,-6%,?,-0.5%,-45,0%,-4%,-17%
CSc1cc(C)nc(N(C)C(C)=O)n1,3%,2%,4%,13%,·,-1%,-0.6%,8,·,-5%,17%
COc1ccc(NC(=O)/C(Cl)=C(/Cl)S(=O)(=O)Cc2ccc(C)cc2)cn1,?,5%,-7%,-4%,7%,0%,-0.6%,-48,-10%,-11%,?
Cc1cnn(Cc2cccnc2)c1N,0%,7%,3%,-15%,-1%,?,-0.4%,2,1%,-9%,0%
O=C(OCC(=O)N1CCCc2ccccc21)c1cc(S(=O)(=O)N2CCOCC2)ccc1O,1%,-1%,-5%,-4%,0%,-2%,-2.4%,0,-26%,-2%,7%
O=C1c2ccccc2C(=O)c2cc(S(=O)(=O)Nc3ccccc3)ccc21,9%,4%,16%,4%,-3%[46.1 µM],0%,0.0%,-13,1%,-2%,-1%
O=S(=O)(NCCc1c[nH]c2ccccc12)c1ccccc1,?,-1%,7%,0%,-2%,18%,-0.1%,22,7%,-3%,?
CCc1ccc(NC(=O)Cn2c(SC)nc3ccccc32)cc1,-2%,3%,3%,4%,-2%,0%,-0.8%,-11,9%,-3%,-20%
CC(OC(=O)CCc1ccccc1)C(=O)Nc1ncc(Cl)cc1Cl (configuration not stated),-1%,-2%,-1%,-11%,-1%,-4%,0.2%,4,-3%,-4%,19%
CC1(C)NC(=O)N(CC(O)CN(c2ccccc2)S(=O)(=O)c2ccccc2)C1=O (configuration not stated),-5%,-5%,-1%,-19%,-4%,0%,-0.1%,0,2%,-1%,?
COC(=O)C1c2ccccc2-c2ccccc21,1%,5%,2%,0%,1%,1%,-0.1%,5,3%,1%,-12%
C/C(=N\Nc1nc(-c2ccccn2)nc2ccccc12)c1ccc(F)cc1,?,2%,-6%,-22%,4%,-3%,0.1%,-2,12%,0%,-6%
Cc1ccc(NC(=O)CC2SCCNC2=O)cc1[N+](=O)[O-] (configuration not stated),6%,1%,-3%,-22%,-14%,-1%,0.1%,-4,1%,-2%,?
COc1ccccc1/C=C/C=NC1C(=O)N(c2ccccc2)[N+](C)=C1C (configuration not stated),3%,-2%,-3%,6%,5%,-2%,-0.6%,2,0%,-3%,-2%
COc1cc(OC)c(C(=O)OCC(=O)Nc2nnc(-c3ccccc3)o2)cc1OC,2%,-5%,-1%,25%,2%,-10%,0.2%,-6,15%,3%,4%
Cc1nnc(NC(=O)CCCOc2ccccc2)s1,1%,2%,-3%,-9%,-2%,-1%,0.1%,-9,-3%,1%,4%
COc1ccc(/C=C2/C(=O)N(c3c(F)c(F)c(F)c(F)c3F)N=C2C)cc1,1%,1%,7%,3%,-1%,-8%,0.2%,16,13%,-7%,?
O=C(C[C@H]1C/C=C\CC[C@@H](Cc2ccc(F)cc2)C(=O)O[C@@H](c2ccccc2)CNC1=O)N[C@@H](CO)Cc1ccccc1,-1%,2%,·,-1%,-1%,3%,-0.6%,3,-1%,-3%,0%
Cc1ccc(N2CC(C(=O)N/N=C/c3c(F)cccc3Cl)CC2=O)cc1 (configuration not stated),-3%,-1%,0%,-26%,1%,-3%,-0.4%,14,-3%,-3%,9.2µM*
NC(=O)C1CCCN(CC(=O)N2CCN(c3ccccc3)CC2)C1 (configuration not stated),-16%,2%,1%,-3%,1%,-2%,0.1%,-5,2%,-3%,2%
CCOC(=O)N1CCN(C(=O)Nc2sc3nc4n(c(=O)c3c2C)CCC(C)CC4)CC1 (configuration not stated),0%,2%,4%,-6%,2%,-5%,-0.2%,13,-8%,-6%,?
COC(CNC(=O)c1ccc2c(c1)nc(C)n2-c1cccc(C)c1)OC,-9%,0%,-8%,-1%,7%,2%,0.0%,-5,3%,-4%,-8%
CCn1ncc2c(OCc3ccc(C#N)cc3)cc(C)nc21,-8%,-3%,20%,-3%[15.4 µM],-1%,2%,-0.4%,-14,2%,-6%,26µM*
O=C(COC(=O)CSc1ccc([N+](=O)[O-])cc1)NCc1cccs1,-20%,0%,4%,-5%,1%,-13%,0.1%,-6,2%,-1%,0%
COc1ccc(-c2cc(C(=O)Nc3ccccc3SC)no2)cc1OC,?,1%,7%,-3%,1%,3%,0.3%,2,·,-3%,?
CC(=O)c1sc2nc(-c3ccco3)ccc2c1N,13%,3%,3%,11%,3%,-12%,-0.1%,0,-10%,-13%,?
CCCN1CCc2c(sc(NC(=S)NC(=O)c3ccccc3)c2C#N)C1,·,12%,-28%,18%,-2%,?,-0.2%,-4,6%,-3%,?
